High-throughput results: PubChem BioAssay, several laboratories
dFosB activator: activators of delta FosB homodimer, primary screen, biochemical, fluorescence polarization, TAMRA-CDK5 oligo, single point; purified delta FosB; percent of positive-control signal above neutral wells; 340,000 tested, 0.99% active; activation, % at 25 µM;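 active = mean activation above about 17%, with every replicate also reaching it, limit read from the data, passing the limit was not always enough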;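 note: fluorescence polarization rise as delta FosB binds a TAMRA Cdk5 AP-1 oligo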
Target sequence (P13346 whole entry, looked up): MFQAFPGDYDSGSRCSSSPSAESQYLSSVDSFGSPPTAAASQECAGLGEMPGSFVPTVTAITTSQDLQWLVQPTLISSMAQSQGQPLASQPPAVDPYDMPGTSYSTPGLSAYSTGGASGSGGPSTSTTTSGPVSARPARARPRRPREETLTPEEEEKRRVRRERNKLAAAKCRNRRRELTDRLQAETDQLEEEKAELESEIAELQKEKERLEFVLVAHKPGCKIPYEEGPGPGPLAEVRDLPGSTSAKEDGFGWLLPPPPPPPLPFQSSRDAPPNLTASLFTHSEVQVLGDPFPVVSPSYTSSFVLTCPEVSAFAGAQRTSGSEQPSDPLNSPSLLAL
SR-BI uptake up: activators of SR-BI mediated DiI-HDL uptake, primary screen, ldlA[mSR-BI] CHO cells, DiI fluorescence | activation, % at 12.5 µM | AID 504775, 2011 | 320,000 tested, 0.096% active | 3 h; 100 = double the neutral-control signal;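 active = mean replicate activation of at least 60% and every replicate at or above 60%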;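 note: 0% = median plate neutral-control signal and 100% = twice that signal; values of inactives mirror those of a sister screen read the other way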
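Assay system: CHO ldlA[mSR-BI] cells, LDL receptor-null, SR-BI overexpressing; medium: Ham's F12 with 0.5% BSA, HEPES 25 mM, pH 7.4; also added: DiI-HDL 10 µg/mL; timing: 3 h uptake period with compound, 37 °C; signal: DiI fluorescence, bottom read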
Arrestin-AP2 inh: inhibitors of beta-arrestin/AP2 binding, primary screen, biochemical, GPCR trafficking, flow cytometry | beta-arrestin 1 C-terminal peptide binding to AP2 beta2-adaptin appendage (human) | FITC-arrestin peptide / GST-AP2 beads; AP2 beta2 appendage carries R879A mutation | inhibition, % at 10 µM | 340,000 tested, 0.31% active;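 active = inhibition above a set limit, near 3 SD of compounds lacking own fluorescence, cut at about 54% in these data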;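 note: plate controls were DMSO wells for no effect and 5 µM unlabelled arrestin peptide for full effect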
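Assay system: GST-AP2 R879A bound to glutathione beads, E. coli-expressed; Medium: PBS with 0.05% Tween 20 and 0.1% BSA; Also added: fluorescein-tagged arrestin peptide at 50 nM final; Timing: 12 min plus 1 h, RT; Measured by: flow cytometry, FL1 (488/535 nm); Evaluation: percent drop in bead-associated FITC signal.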
SR-BI HDL uptake: inhibitors of SR-BI mediated HDL lipid uptake, primary screen, ldlA[mSR-BI] cells, fluorescence, single point. inhibition, % at 12.5 µM. AID 488896, 2010. ldlA[mSR-BI] CHO cells, DiI-HDL uptake fluorescence, 3 h. 320,000 tested, 0.96% active. Scavenger receptor class B member 1 (Mus musculus), Q61009;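 active = mean replicate inhibition of at least 70% and a set share of replicates each scoring 70 or more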;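 note: 0% = median of neutral control wells and 100% = median of positive control wells; values of inactives mirror those of a sister screen read the other way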
Target sequence (Q61009 whole entry, looked up): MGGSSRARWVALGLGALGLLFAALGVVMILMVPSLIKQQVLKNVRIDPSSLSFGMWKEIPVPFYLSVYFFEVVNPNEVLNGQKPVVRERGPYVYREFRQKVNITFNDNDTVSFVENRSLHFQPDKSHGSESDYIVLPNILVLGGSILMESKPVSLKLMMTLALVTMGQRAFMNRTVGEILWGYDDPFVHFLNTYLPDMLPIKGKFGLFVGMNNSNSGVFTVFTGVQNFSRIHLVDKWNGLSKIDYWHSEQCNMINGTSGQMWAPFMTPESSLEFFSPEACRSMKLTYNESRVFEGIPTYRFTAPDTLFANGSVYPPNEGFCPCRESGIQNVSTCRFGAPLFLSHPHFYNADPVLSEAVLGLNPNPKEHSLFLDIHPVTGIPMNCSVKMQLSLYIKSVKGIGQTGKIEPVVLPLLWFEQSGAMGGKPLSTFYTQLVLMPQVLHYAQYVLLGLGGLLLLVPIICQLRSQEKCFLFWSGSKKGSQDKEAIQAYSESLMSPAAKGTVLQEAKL
MITF TRPM1 HTS: activators of MITF-driven TRPM1 promoter reporter, primary screen, cell-based, SK-MEL-5, luciferase, single point | activation, % at 12.5 µM | 300,000 tested, 0.75% active | SK-MEL-5 TRPM1-promoter luciferase, 24 h; % of positive control, neutral wells = 0 | AID 588334, 2011;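 active = mean activation of at least 80% with every replicate also reaching 80%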;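 note: 0% = neutral control wells and 100% = parthenolide positive control wells; values of inactives mirror those of a sister screen read the other way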
Pemphigus Ab inh: inhibitors of pemphigus antibody binding to DSG3, primary screen, biochemical, bead-based, flow cytometry, scFv-GFP | Desmoglein-3 (Homo sapiens), P32926 | DSG3-coupled beads, scFv-anti-DSG3-GFP binding; hits give low values | binding (percent of control), % at 10 µM | 310,000 tested, 0.48% active;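 active = binding more than 3 SD below its plate's average and above zero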;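 note: hits lower antibody fragment binding to DSG3; some compounds called inactive have numbers as strong as hits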
PKA-R2B act: activators of PKA-R2B holoenzyme, primary screen, biochemical, fluorescence polarization, Cy5-IP20, human | cAMP-dependent protein kinase catalytic subunit beta (Homo sapiens) + cAMP-dependent … | PKA-R2B holoenzyme dissociation; R2B truncated from residue 108, S112A mutant; 0% DMSO only, 100% 113 µM cGMP | 340,000 tested, 0.079% active | activation, % at 11.4 µM;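 active = activation above a cutoff set at the mean over all compounds plus 3 SD, cut at about 18% in these data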;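 note: higher means more holoenzyme dissociation and a rise in polarization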
CDK5 p35 inh: inhibitors of human CDK5/p35 kinase, primary screen, biochemical, single concentration | AID 488839, 2010 | 330,000 tested, 0.01% active | Recombinant CDK5/p35, ADP-Glo luminescence, 60 min | inhibition, % at 10 µM;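 active = highest replicate inhibition of at least 50% and at least 75% of replicates reaching 50%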;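 note: plate controls were DMSO neutral control for no effect and GW8510 at 10 µM for full effect; many of its hits are not listed in these tables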
PKA-R1A act: activators of PKA-R1A holoenzyme, primary screen, biochemical, fluorescence polarization, Cy5-IP20, bovine R1A, mouse PKAc; cAMP-dependent protein kinase type I-alpha regulatory subunit (Bos taurus) + …; PKA-R1A dissociation; scaled: DMSO 0%, 113 µM cGMP 100%; activation, % at 11.4 µM; 340,000 tested, 0.083% active; AID 504707, 2011;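 active = percent activation above the mean of all tested compounds plus 3 SD, cut at about 19% in these data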;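 note: higher means more PKAc released from R1A so a rise in polarization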
Mot1-301 SUMO: yeast Mot1-301 growth rescue at high temperature, primary screen, SUMOylation pathway inhibitor project, S. cerevisiae, ATP luminescence, 38.5C; growth rescue, % at 18.8 µM; 320,000 tested, 1% active; AID 2716, 2010; S. cerevisiae Mot1-301 growth rescue; percent above DMSO median, 100 means doubled;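 active = every valid replicate shows activation above 250% relative to neutral control wells; inactive = the rest, any valid replicate at or below 250%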;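 note: OY570 slx delta 5 strain wells were the positive control but not used for scaling; some compounds called inactive have numbers as strong as hits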
NSD2 inh: NSD2 histone methyltransferase inhibitors, primary screen, biochemical, AlphaScreen, single concentration, set 2. inhibition, % at 12.5 µM. 310,000 tested, 0.54% active. Histone-lysine N-methyltransferase NSD2 (Homo sapiens), O96028. NSD2 peptide methylation, 120 min. AID 743445, 2014; in the data active = inhibition above about 50%
Starred values were filed as active, the others as inactive; . = no result given.

SMILES | dFosB activator | SR-BI uptake up | Arrestin-AP2 inh | SR-BI HDL uptake | MITF TRPM1 HTS | Pemphigus Ab inh | PKA-R2B act | CDK5 p35 inh | PKA-R1A act | Mot1-301 SUMO | NSD2 inh
O=C(Nc1cccc2ccccc12)OC1C=CS(=O)(=O)C1 (configuration not stated) | -1 | -4 | -6 | 4 | 3 | 99 | 1 | 0.0 | -1 | 2 | -1
C/C(CCc1ccccc1)=N\NC(=O)C1C2CCCCC21 (configuration not stated) | 0 | 21 | -14 | -21 | -3 | 102 | -6 | -1.7 | -11 | . | 10
COc1ccc(C2c3c(oc4ccccc4c3=O)C(=O)N2CCN2CCOCC2)cc1OC (configuration not stated) | -7 | 17 | 0 | -17 | 3 | 80 | -19 | 1.4 | -7 | 143 | -1
COCCCNC(=O)/C(C#N)=C/c1c(N2CCCCCC2)nc2ccccn2c1=O | -3 | -17 | 6 | 17 | 8 | 101 | -1 | -0.1 | 3 | 10 | 2
COc1cc(C2CC(=O)OC3=C2C(=O)CC(C)(C)C3)cc(OC)c1OC (configuration not stated) | 5 | 1 | -7 | -1 | -6 | 112 | -7 | -1.0 | 3 | 10 | -1
S=C(NCCN1CCOCC1)C(=S)NCCN1CCOCC1 | -5 | 2 | -13 | -2 | 13 | 100 | -6 | 1.0 | 0 | . | -2
COc1ccccc1NC(=O)c1ccc(-n2ccnc2)c([N+](=O)[O-])c1 | -14 | -35 | 14 | 35 | -1 | 66* | 8 | 1.8 | -10 | 513* | 1
NC(=O)C1CCN(C(=O)NC(=O)c2ccccc2)CC1 | -1 | 3 | 1 | -3 | 9 | 108 | -1 | 1.0 | 6 | 1 | -2
CC1CC(C)CN(C(=O)c2cc3c(s2)CCC3)C1 (configuration not stated) | -1 | -17 | -8 | 17 | 13 | 101 | 0 | 0.8 | 1 | 6 | .
COc1ccc(N/C=C\C(=O)c2ccc(C)cc2)cc1OC | -3 | -43 | -12 | 43 | 57 | 96 | -5 | 1.8 | -20 | 21 | 0
CC(Oc1ccc(Cl)cc1)C(=O)Nc1ccc(S(=O)(=O)N2CCOCC2)cc1 (configuration not stated) | -9 | . | 7 | . | . | . | 5 | 1.0 | 4 | 302 | -1
S=C(NCCc1ccccc1)NC1CC1 | 1 | 6 | -13 | -6 | 4 | 96 | -5 | 1.0 | -3 | -19 | -1
Oc1ccc(Br)cc1/C=N/NC(=S)NCCc1ccccc1 | -2 | -16 | 15 | 16 | -10 | 94 | -4 | 1.3 | -2 | 59 | -1
O=C(Nc1nnc(SCc2ccccc2)s1)c1cccs1 | -1 | 0 | 0 | 0 | 7 | 102 | 2 | -2.0 | -12 | 15 | -4
COC(=O)/C=C/S(=O)(=O)c1ccc(NC(C)=O)cc1 | -1 | 11 | 8 | -11 | . | 96 | -9 | 3.9 | -5 | -10 | 9
CCNC(=O)Cn1cnc2c1c(=O)n(C)c(=O)n2C | 3 | 27 | -1 | -27 | 4 | 92 | 4 | -0.9 | 8 | -21 | -1
CC(C)C(NC(=O)c1ccccc1F)C(=O)Nc1ccc2c(c1)OCO2 (configuration not stated) | -9 | -4 | -15 | 4 | -3 | 111 | 3 | -1.2 | -9 | -21 | 0
CCn1cc(-c2ccccc2)c(C(=O)O)c1-c1ccc(OC)cc1 | 6 | 33 | -8 | -33 | 9 | 103 | -8 | 0.4 | 3 | -4 | .
NS(=O)(=O)c1ccc(NC2=CC(c3ccc(F)cc3)N(c3ccc(S(N)(=O)=O)cc3)C2=O)cc1 (configuration not stated) | -5 | -22 | -20 | 22 | -1 | 91 | -6 | -1.2 | 1 | -13 | -2
COc1ccc(N(CC(=O)NCCC2=CCCCC2)S(=O)(=O)c2ccc(C)cc2)cc1OC | 1 | 29 | -1 | -29 | -3 | 94 | -8 | -0.1 | -16 | 251 | 3
CCOC(=O)/C(C(=O)Nc1ccc(Br)cc1)=C1/NC(C)(C)Cc2ccccc21 | -4 | 14 | 19 | -14 | 15 | 95 | -17 | 1.1 | -9 | -3 | 2
CCC(=O)Nc1c(C(=O)Nc2ccc3c(c2)OCCO3)oc2ccccc12 | -5 | -31 | 5 | 31 | 98* | 95 | 9 | -0.6 | 1 | 222 | -3
O=CN(Cc1ccco1)C1(C(=O)NC2CCCCC2)CCCCC1 | 1 | 32 | 4 | -32 | 5 | 97 | 6 | 0.0 | 6 | -21 | -2
O=c1[nH]c(-[n+]2ccc3ccccc3c2)c(/C=N/N=C(\[O-])c2ccccc2)s1 | -2 | 5 | 12 | -5 | 14 | 631 | -15 | -2.1 | -4 | 60 | 8
Cn1c(SCC(=O)N/N=C/C=C\c2ccccc2[N+](=O)[O-])nc2ccccc21 | 20* | -23 | 18 | 23 | -16 | 102 | -9 | 1.7 | -4 | 28 | 0
SMILES | dFosB activator | SR-BI uptake up | Arrestin-AP2 inh | SR-BI HDL uptake | MITF TRPM1 HTS | Pemphigus Ab inh | PKA-R2B act | CDK5 p35 inh | PKA-R1A act | Mot1-301 SUMO | NSD2 inh
CC1CCN(c2cc(N3CCC(C)CC3)c([N+](=O)[O-])cc2/C=C(\C#N)c2nn(-c3ccccc3)c(N)c2C#N)CC1 | -6 | -47 | 9 | 47 | -4 | . | -6 | 0.9 | -7 | -17 | 2
O=C(/C=C/c1c(Cl)cccc1Cl)n1cccn1 | -7 | 1 | -10 | -1 | . | . | 5 | -0.6 | 1 | -15 | 0
CC(=O)NC1(C(F)(F)F)NC(=O)N(CC(C)C)C1=O (configuration not stated) | -1 | . | 0 | . | . | 103 | -8 | -1.3 | -8 | -6 | -1
COc1ccc(/C=N/OCC(=O)Nn2c(C)nc3ccccc3c2=O)cc1 | -7 | 24 | 0 | -24 | 2 | 85 | -12 | 0.1 | 4 | 5 | -6
COc1ccc(NC(=S)N2CCN(S(=O)(=O)c3ccc(OC)cc3)CC2)cc1 | -10 | -22 | 10 | 22 | 5 | 106 | 4 | 1.1 | 8 | 5 | 1
CC(C)OC(=O)c1c(NC(=O)CCn2nnc3ccccc32)sc2c1CCCC2 | -5 | -54 | 11 | 54 | 15 | 98 | 6 | 6.3 | -5 | -7 | 1
COc1cnc(-c2ccccn2)nc1Oc1ccc(Cl)c2ccccc12 | -4 | 12 | 53 | -12 | -35 | 105 | 3 | -1.8 | 3 | . | 1
CCn1c2ccccc2c2cc(NC(=O)c3ccc(C)c([N+](=O)[O-])c3)ccc21 | -2 | -15 | 11 | 15 | 24 | 130 | -11 | -0.3 | 7 | 1 | 33
CC(C)c1ccc(Oc2cccc3c2S(=O)(=O)N(C2CCCC2)CC(COCc2ccccc2)O3)cc1 (configuration not stated) | -10 | -56 | -2 | 56 | -8 | 95 | -2 | 1.0 | -1 | . | .
CNc1ccc(S(=O)(=O)NC)cc1[N+](=O)[O-] | -9 | 23 | 7 | -23 | 0 | 101 | -2 | 3.3 | -9 | 608 | 4
Cc1ccc(-c2csc3nc[nH]c(=O)c23)c(C)c1 | -11 | 3 | 10 | -3 | 6 | 93 | -1 | 1.1 | -10 | 2 | -2
O=C(CS(=O)(=O)c1ccc(Br)cc1)N1CCOCC1 | -3 | 12 | -8 | -12 | 9 | 101 | 1 | -0.1 | -1 | -3 | -2
COc1ccc(C(=O)NCC(=O)OCC(=O)NC(=O)NC2CCCCC2)cc1OC | -7 | -2 | 13 | 2 | 10 | 102 | -1 | 0.6 | -2 | -11 | 6
C=C1CC2(CC(c3ccccc3)OC(c3ccccc3)C2)OC1=O (configuration not stated) | -2 | 11 | -10 | -11 | . | 86 | 0 | 0.1 | 3 | . | 0
COC(=O)c1ccc(CN2CCN(CCC(C)C)C(CCO)C2)cc1 (configuration not stated) | -5 | -3 | -4 | 3 | 5 | 105 | 0 | 0.3 | 7 | 7 | 1
CC1=CC(C)(C)[N+](C)(C)c2ccccc21 | -7 | 6 | 16 | -6 | 9 | 94 | 6 | 0.2 | 10 | 228 | 0
CC(C)Cn1c(=O)c2c(c3ccccc31)OC(C)C(=O)N2 (configuration not stated) | 0 | 9 | 7 | -9 | 8 | 94 | -2 | 1.5 | -5 | . | 1
CC1CCN(S(=O)(=O)c2cc(C(=O)NC3(C)CCS(=O)(=O)C3)ccc2Br)CC1 (configuration not stated) | -2 | -12 | -6 | 12 | -16 | 102 | -5 | -0.7 | 14 | 0 | 0
O=C(CNC(=O)c1cccc(-n2cnnn2)c1)Nc1ccc(F)c(F)c1 | -9 | 1 | -8 | -1 | 7 | 108 | -6 | 0.3 | -1 | 2 | -3
CCN(CC)c1ccc(C=C2C(=O)OC3(CCCCC3)OC2=O)cc1 | 5 | -7 | 4 | 7 | 0 | 180 | -8 | 0.9 | -11 | . | 12
O=c1[nH]c2ccc(NC(=S)NC3CCCCC3)cc2[nH]1 | 1 | 9 | -6 | -9 | -1 | 97 | -6 | 0.2 | -8 | 9 | 6
Cc1nc2ccccc2c2oc(C(=O)N3CCN(C(=O)c4ccco4)CC3)cc12 | -9 | 2 | 8 | -2 | 1 | 111 | 4 | 1.7 | 7 | 9 | .
O=C(O)c1cc(-c2ccccc2)n[nH]1 | -9 | -4 | -1 | 4 | 3 | 108 | -2 | 0.6 | -15 | -4 | .

Compounds as they come; overall some 4.7% were active at least once.
